SR-BI DiI-HDL act = activators of SR-BI mediated HDL lipid uptake | activation, % at 12.5 µM | CHO ldlA[mSR-BI] cells, DiI-HDL uptake fluorescence, 3 h; 100 = double the neutral-control signal | AID 504775 | hit rate 0.096% among 320,000;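 active = mean replicate activation of at least 60% and every replicate at or above 60%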;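 note: 0% = median plate neutral-control signal and 100% = twice that signal; values of inactives mirror those of a sister screen read the other way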
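System: LDL receptor-deficient CHO ldlA cells overexpressing murine SR-BI | Timing: 3 h uptake period with compound, 37 °C | Medium: HEPES-buffered (25 mM, pH 7.4) F12 plus 0.5% BSA | Dosing: Single-point compound dose | Signal: Bottom-read fluorescence, 550/595 nm | Read-out: Retained DiI signal reflecting DiI-HDL uptake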
Arrestin-AP2 inh = human beta-arrestin and AP2 interaction inhibition; FITC-arrestin peptide / GST-AP2 beads, flow cytometry; AP2 beta2 appendage carries R879A mutation; inhibition, % at 10 µM; hit rate 0.31% among 340,000;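 active = inhibition above a set limit, near 3 SD of compounds lacking own fluorescence, cut at about 54% in these data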;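 note: plate controls were DMSO wells for no effect and 5 µM unlabelled arrestin peptide for full effect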
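System: GST-tagged AP2 beta2-adaptin appendage (R879A) on 4 µm glutathione beads / Reagent: FITC-arrestin peptide, 50 nM / Detection: HyperCyt-sampled flow cytometry, FL1 channel, ex 488/em 535 nm / Timing: 12 min plus 1 h, RT / Buffer or medium: PBS plus Tween 20 (0.05%) and BSA (0.1%)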
SR-BI DiI inh = mouse SR-BI HDL lipid transfer inhibition; hit rate 0.96% among 320,000; ldlA[mSR-BI] CHO cells, DiI-HDL uptake fluorescence, 3 h; Q61009; inhibition, % at 12.5 µM;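 active = mean replicate inhibition of at least 70% and a set share of replicates each scoring 70 or more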;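 note: 0% = median of neutral control wells and 100% = median of positive control wells; values of inactives mirror those of a sister screen read the other way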
PKA-R2B act = PKA-R2B complex activation | P22694+P31323 | PKA-R2B holoenzyme dissociation, Cy5-IP20 fluorescence polarization; R2B truncated from residue 108, S112A mutant; 0% DMSO only, 100% 113 µM cGMP | activation, % at 11.4 µM | hit rate 0.079% among 340,000;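 active = activation above a cutoff set at the mean over all compounds plus 3 SD, cut at about 18% in these data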;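 note: higher means more holoenzyme dissociation and a rise in polarization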
Target sequence (P31323 whole entry, looked up, other chains not shown, the tested form may be a part): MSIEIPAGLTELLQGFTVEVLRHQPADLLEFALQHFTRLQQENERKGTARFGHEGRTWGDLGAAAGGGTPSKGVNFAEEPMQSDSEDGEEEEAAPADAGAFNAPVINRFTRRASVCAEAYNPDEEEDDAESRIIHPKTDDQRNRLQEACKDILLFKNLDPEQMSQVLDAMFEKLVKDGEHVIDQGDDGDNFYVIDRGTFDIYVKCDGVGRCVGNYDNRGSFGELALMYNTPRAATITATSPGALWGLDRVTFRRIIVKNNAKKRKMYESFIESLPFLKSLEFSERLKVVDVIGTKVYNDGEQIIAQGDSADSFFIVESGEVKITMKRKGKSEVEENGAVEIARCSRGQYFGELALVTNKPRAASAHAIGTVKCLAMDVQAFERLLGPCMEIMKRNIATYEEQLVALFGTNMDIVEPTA
Mot1-301 SUMO = blocks SUMOylation pathway, rescuing yeast Mot1-301 growth | S. cerevisiae Mot1-301 growth rescue, ATP luminescence, 38.5C; percent above DMSO median, 100 means doubled | growth rescue, % at 18.8 µM | hit rate 1% among 320,000 | AID 2716;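 active = every valid replicate shows activation above 250% relative to neutral control wells; inactive = the rest, any valid replicate at or below 250%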;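 note: OY570 slx delta 5 strain wells were the positive control but not used for scaling; some compounds called inactive have numbers as strong as hits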
Pemphigus Ab inh = human desmoglein-3 autoantibody binding inhibition | P32926 | DSG3-coupled beads, scFv-anti-DSG3-GFP binding, flow cytometry; stronger effect = lower value | binding (percent of control), % at 10 µM | hit rate 0.48% among 310,000 | AID 588358;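 active = binding more than 3 SD below its plate's average and above zero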;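 note: hits lower antibody fragment binding to DSG3; some compounds called inactive have numbers as strong as hits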
NSD2 HMT inh = NSD2 (human) methyltransferase inhibition; O96028; hit rate 0.54% among 310,000; NSD2 peptide methylation, AlphaScreen, 120 min; AID 743445; inhibition, % at 12.5 µM; in the data active = inhibition above about 50%
dFosB act = enhances mouse delta FosB homodimer DNA binding | P13346 | AID 493131 | activation, % at 25 µM | purified delta FosB, TAMRA-CDK5 oligo fluorescence polarization; percent of positive-control signal above neutral wells | hit rate 0.99% among 340,000;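 active = mean activation above about 17%, with every replicate also reaching it, limit read from the data, passing the limit was not always enough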;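 note: fluorescence polarization rise as delta FosB binds a TAMRA Cdk5 AP-1 oligo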
Target sequence (P13346 whole entry, looked up): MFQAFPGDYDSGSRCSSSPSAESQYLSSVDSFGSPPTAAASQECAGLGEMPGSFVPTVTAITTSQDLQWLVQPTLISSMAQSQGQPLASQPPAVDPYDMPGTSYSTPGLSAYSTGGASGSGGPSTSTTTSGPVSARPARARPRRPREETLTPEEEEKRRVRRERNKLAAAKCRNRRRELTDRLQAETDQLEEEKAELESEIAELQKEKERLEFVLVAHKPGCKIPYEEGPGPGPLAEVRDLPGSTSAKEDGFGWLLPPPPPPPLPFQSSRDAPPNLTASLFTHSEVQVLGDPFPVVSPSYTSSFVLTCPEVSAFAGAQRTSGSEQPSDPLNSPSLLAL
CDK5 inh = inhibitors of human CDK5/p35 kinase; Q00535+Q15078; AID 488839; hit rate 0.01% among 330,000; inhibition, % at 10 µM; Recombinant CDK5/p35, ADP-Glo luminescence, 60 min;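 active = highest replicate inhibition of at least 50% and at least 75% of replicates reaching 50%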;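 note: plate controls were DMSO neutral control for no effect and GW8510 at 10 µM for full effect; many of its hits are not listed in these tables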
MITF act = increases MITF-driven TRPM1 promoter luciferase signal | SK-MEL-5 TRPM1-promoter luciferase, 24 h; % of positive control, neutral wells = 0 | activation, % at 12.5 µM | hit rate 0.75% among 300,000;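 active = mean activation of at least 80% with every replicate also reaching 80%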;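 note: 0% = neutral control wells and 100% = parthenolide positive control wells; values of inactives mirror those of a sister screen read the other way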
PKA-R1A activ = activates the PKA-R1A holoenzyme complex. P00514+P68181. PKA-R1A dissociation, Cy5-IP20 fluorescence polarization; scaled: DMSO 0%, 113 µM cGMP 100%. activation, % at 11.4 µM. hit rate 0.083% among 340,000. AID 504707;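 active = percent activation above the mean of all tested compounds plus 3 SD, cut at about 19% in these data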;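 note: higher means more PKAc released from R1A so a rise in polarization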
The depositor's hits bear a star; x = no result given.

SMILES	SR-BI DiI-HDL act	Arrestin-AP2 inh	SR-BI DiI inh	PKA-R2B act	Mot1-301 SUMO	Pemphigus Ab inh	NSD2 HMT inh	dFosB act	CDK5 inh	MITF act	PKA-R1A activ
O=C1NN(c2ccccc2)C(=O)/C1=C/c1ccc(-c2cccc(C(=O)O)c2)o1	17	-17	-17	-7	8	101	19	8	-1.8	6	0
CCCCCCCCNCCS(=O)(=O)NCc1ccc(OC)cc1	3	-14	-3	2	x	100	x	-7	1.0	3	-2
CCC1CCCCN1S(=O)(=O)c1ccc(C(=O)Nc2nnc(C3=COCCO3)o2)cc1 (configuration not stated)	15	-5	-15	-10	0	99	2	-2	-0.6	-14	2
CC1CC(=O)N(c2ccc(NCc3ccc(Cl)cc3)c([N+](=O)[O-])c2)C1=O (configuration not stated)	5	8	-5	-4	42	102	0	2	-2.4	-5	-3
COc1cc(CNc2ccc(N3CCOCC3)c(C(=O)O)c2)ccc1OCC(N)=O	x	10	x	-12	-5	x	-2	-1	0.6	x	0
CN(Cc1ccccc1)c1ccc(C(=O)O)cc1[N+](=O)[O-]	-2	2	2	-8	22	100	-1	4	-0.6	-3	-11
CCOC(=O)C1CCN(C(=O)CSc2n[nH]c(=O)[nH]c2=O)CC1	16	17	-16	-5	x	x	-4	7	-0.3	-11	1
COc1ccc(NC(=O)CCNS(=O)(=O)c2cccc3nsnc23)cc1	15	-5	-15	2	-3	95	4	-1	-3.7	-3	8
COc1ccccc1CNC(=O)c1nnc(Cc2ccc(Cl)cc2)o1	7	1	-7	-11	0	101	x	-12	0.1	-7	4
O=C(O)c1ccccc1/C=N/Nc1ccc(S(=O)(=O)N2CCOCC2)cc1[N+](=O)[O-]	x	30	x	1	-6	104	x	-4	0.1	-4	5
COc1ccc(-c2ccc3c(c2)[C@@H]2C[C@H](N(C)C(=O)Nc4ccccc4)[C@H]([C@H](C)O)C(=O)N2CC3)cc1	11	0	-11	-3	x	99	x	-1	-3.2	-7	-8
On1onc2c3cc(-c4ccccc4)nc3ccc21	-54	29	54	-8	-5	100	-1	8	1.4	-14	-4
CCOc1ccc(/C=C(\C(=O)O)c2ccc(S(=O)(=O)N3CCCCC3)s2)cc1OC	9	35	-9	-4	-4	93	1	-4	-1.2	9	-5
COc1ccc(CNC(=O)C(c2ccco2)N(C(=O)c2snc(C(N)=O)c2N)c2cccc(OC)c2)cc1 (configuration not stated)	-2	10	2	-5	44	93	35	6	1.9	-9	0
O=C(COc1ccc2c(-c3ccccc3)cc(=O)oc2c1)Nc1cccnc1	17	-6	-17	0	-1	122	-5	6	x	-17	-5
COc1cc(N=c2ssnc2Cl)cc(OC)c1	11	11	-11	-8	243	62*	4	-14	0.2	-4	-6
CCN1C2OC3OC4C(OC3OC2N(CC)S1(=O)=O)N(CC)S(=O)(=O)N4CC (configuration not stated)	-38	7	38	1	x	102	0	-2	1.3	-7	-7
CC(C)c1ccc(NC(=O)C2CC(=O)N(C(C)C)C2)cc1 (configuration not stated)	-4	3	4	-2	139	x	2	1	-0.6	-1	3
O=C(O)COCC(=O)Nc1cc(C(F)(F)F)cc(C(F)(F)F)c1	2	1	-2	0	2	109	3	4	1.5	-9	-5
CN(CC(=O)Nc1ccc(N2CCOCC2)cc1)CC(=O)Nc1ccc(Cl)cc1[N+](=O)[O-]	-52	-10	52	-4	-2	99	3	-13	0.0	2	0

Reprinted from the part before: three compounds, followed by the next part.
SMILES	SR-BI DiI-HDL act	Arrestin-AP2 inh	SR-BI DiI inh	PKA-R2B act	Mot1-301 SUMO	Pemphigus Ab inh	NSD2 HMT inh	dFosB act	CDK5 inh	MITF act	PKA-R1A activ
CC(C)c1ccc(NC(=O)C2CC(=O)N(C(C)C)C2)cc1 (configuration not stated)	-4	3	4	-2	139	x	2	1	-0.6	-1	3
O=C(O)COCC(=O)Nc1cc(C(F)(F)F)cc(C(F)(F)F)c1	2	1	-2	0	2	109	3	4	1.5	-9	-5
CN(CC(=O)Nc1ccc(N2CCOCC2)cc1)CC(=O)Nc1ccc(Cl)cc1[N+](=O)[O-]	-52	-10	52	-4	-2	99	3	-13	0.0	2	0
COCCCNC(=O)CSc1nc2cc3c(cc2c(=O)n1CCCC(=O)NCc1ccc(OC)cc1)OCO3	30	-7	-30	4	x	x	-3	6	-1.2	-1	9
O=C(Cn1cc2c(n1)CCCC2)NCc1cccs1	14	12	-14	12	44	103	x	3	-0.7	2	2
COc1cccc(OC)c1C(=O)NC(C)CCc1ccccc1 (configuration not stated)	-3	25	3	0	234	110	22	9	1.2	6	-5
Cc1ccc(C)c(Oc2ccc(S(=O)(=O)N3CCN(C)CC3)cn2)c1	-4	-8	4	-7	-20	104	0	-6	-0.2	5	-14
Nc1nonc1-n1nnc(C(=O)N/N=C/C2CCCCC2)c1-c1ccccc1	-3	0	3	8	4	x	4	-11	-2.2	-5	14
Nc1c(C(=O)NCCc2ccccc2)nnn1Cc1ccc(Br)cc1F	-3	-8	3	-1	-13	105	-2	5	-1.8	2	-6
O=C(NC1CCc2ccccc21)C1CCN(S(=O)(=O)c2ccc(-n3cnnn3)cc2)CC1 (configuration not stated)	30	-2	-30	12	10	x	2	6	-0.4	-3	3
COc1cccc(Nc2nc(-c3ccccc3)nc3ccccc23)c1	-63	7	63	-7	3	91	-4	-9	-0.8	2	-1
O=C(Cc1ccccc1)NC(NCCCN1CCOCC1)(C(F)(F)F)C(F)(F)F	-11	0	11	2	0	104	1	-4	-0.8	-7	6
COc1c(Br)cc(Br)cc1C(=O)Nc1ccccc1N1CCCC1	-28	-14	28	-1	-15	96	-1	3	0.3	-10	-20
CCc1ccc(/C(C)=N/NC(=O)C(O)c2ccccc2)s1 (configuration not stated)	x	-2	x	-14	-9	x	-1	-9	0.0	x	-9
CCC(=O)N1C(Cc2ccccc2)COC1(C)C (configuration not stated)	-2	-7	2	1	-5	100	-4	0	0.6	8	-10
S=C(NCCc1ccccn1)Nc1cc(Cl)cc(Cl)c1	-10	-23	10	1	19	x	-1	-5	0.8	x	2
CC1(C)CC(=O)C2=C(C1)Nc1ccccc1NC2c1ccc(F)cc1 (configuration not stated)	30	-1	-30	3	-1	104	-2	-3	0.2	-2	5
O=C(c1ccco1)N1CCN(C(=O)C2CC(c3ccccc3F)=NO2)CC1 (configuration not stated)	-9	-5	9	3	-3	x	-9	5	0.0	10	-2
O=c1[nH]c2ccc(Cl)cc2c(-c2ccccc2)c1[N+](=O)[O-]	13	32	-13	-5	0	103	-3	-2	2.2	-16	-7
O=C(NC(c1ccccc1)c1ccccc1)c1cccc(S(=O)(=O)NCc2ccccc2)c1	2	12	-2	-2	-7	103	0	-3	1.3	-12	-9
CCCC(=O)Nc1ccc(OCC(=O)OC)cc1	14	10	-14	8	-11	103	-3	-3	-0.1	4	4
O=C(NCCCl)Nc1ncn[nH]1	2	-2	-2	-9	x	100	-3	9	-1.4	5	-10
O=c1c2cnn(-c3ccc(F)cc3)c2ncn1Cc1cccnc1	2	-6	-2	-17	-3	110	0	-1	-8.4	-7	-6
CC(=O)Oc1cc2c(C(=O)NCc3ccncc3)c(C)oc2c2ccccc12	x	1	x	-9	-1	100	x	-11	-1.7	5	-4
O=C(CN1C(=O)S/C(=C\c2ccc(C(=O)O)cc2)C1=O)Nc1ccccc1	x	5	x	8	4	96	-2	0	-0.3	-1	3
O=C(CNC(=O)c1ccc2c(c1)OCO2)NCc1cccs1	25	32	-25	1	2	101	-5	1	0.9	6	8
CC(O)(CC(=O)CC(=O)c1ccccc1)c1ccccc1 (configuration not stated)	6	0	-6	-1	x	95	1	0	1.6	-10	1
COc1ccc(CNC(=S)N/N=C(\C)c2ccc(OC)cc2)cc1	x	3	x	0	-8	105	4	-12	-1.1	10	-5
COC(=O)Cc1ccc(OCc2ccc(Cl)nc2)cc1	-1	28	1	-2	-4	113	x	-1	-1.2	95*	5
CC1CCN(C(=O)CSc2n[nH]c(-c3cccs3)n2)CC1	38	33	-38	-5	-1	102	-4	3	0.4	-6	0
O=C(NC1(C(F)(F)F)NC(=O)N(c2ccc(F)c(Cl)c2)C1=O)c1ccncc1 (configuration not stated)	6	-4	-6	2	15	95	-4	-6	-1.8	13	-10
Cc1ccc(NS(=O)(=O)c2cccc(C(=O)O)c2)cc1S(=O)(=O)N1CCOCC1	15	1	-15	-6	8	85	-1	3	-2.2	5	0
COC(=O)c1c(NC(=O)CSc2ccccc2N)sc(C)c1C	-12	3	12	-1	12	100	1	-8	0.7	17	-10
COc1ccc(S(=O)(=O)NCCC(=O)NC(C)c2ccccc2)cc1 (configuration not stated)	11	13	-11	-1	-9	109	-3	6	0.3	-2	10
O=C(Cc1ccc(-c2ccccc2)cc1)NCc1ccccc1	-9	-2	9	13	70	84	-2	-9	-1.0	-18	-4
CCS(=O)(=O)N1CCC(C(=O)Oc2ccc(C(=O)OC)cc2)CC1	7	-5	-7	4	-5	x	0	0	-2.4	5	-5
Cc1nc2ccccc2n1C1CCN(CC(=O)Nc2ccccc2Br)CC1	-29	6	29	-8	1	111	-2	0	-0.7	-12	-7
COc1ccc(C(=O)Nc2ncc3c(n2)-c2ccccc2CC3)cc1	21	-1	-21	2	21	x	0	-7	-1.1	x	2
CCOC(=O)C(=O)N1CCC(C(=O)OCC)CC1	4	-3	-4	3	14	110	-1	-5	0.0	0	1
Cc1ccc(/C=N/n2c(C)cc(C)c(C#N)c2=O)cc1	30	-5	-30	4	-1	109	-3	1	-1.3	x	-6
CC(C)NC(=O)c1ccc(CS(=O)(=O)c2ccc(Br)cc2)o1	6	2	-6	0	215	111	x	-4	0.3	-2	7
Cc1nc2cc(OCc3cc(C(=O)NC(C)c4cn(C)nc4C)no3)ccc2s1 (configuration not stated)	-27	-5	27	-2	-10	106	-1	-14	-1.0	15	8
O=C1CC(c2cccc(Cl)c2)c2cc3c(cc2N1)CCC3 (configuration not stated)	-4	-6	4	2	77	108	-1	-2	3.1	-38	5
